HTT cytoprotect: qHTS Multiplex Assay to Identify Dual Action Probes in a Cell Model of Huntington: Cytoprotection (ATP); PC12 HTT-Q103 induced, cytoprotection, ATP luminescence, 40 h; 0.14% of 230,000 active; Potency, µM (titrated, usually from 56.4 µM), inactives show cytoprotection (ATP increase), hits mostly activators;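 further: % of control where 0% means no effect; nearly all actives have a fitted effect of over 45% in size; toxic huntingtin expression switched on by the ecdysone agonist tebufenozide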
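Compounds added alongside 100 nM tebufenozide, which induces toxic Q103 huntingtin exon 1-GFP in stable PC12 cells; surviving cells quantified by luminescent ATP measurement. Medium: phenol red-free DMEM, 5% equine and 5% calf serum.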
aGal spleen mod: qHTS Assay for Inhibitors and Activators of Human alpha-Galactosidase From Spleen Homogenate; Alpha-galactosidase A (Homo sapiens), P06280; human spleen homogenate, 4MU-alpha-Gal fluorescence, 40 min; Potency, µM (highest dose often 80 µM), without a hit: at the top dose activity change, negative = inhibition, actives largely listed as inhibitors; 0.008% of 240,000 active;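 further: 0% = enzyme with vehicle and -100% = no enzyme basal signal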
Target sequence (P06280 32-429 limits assumed): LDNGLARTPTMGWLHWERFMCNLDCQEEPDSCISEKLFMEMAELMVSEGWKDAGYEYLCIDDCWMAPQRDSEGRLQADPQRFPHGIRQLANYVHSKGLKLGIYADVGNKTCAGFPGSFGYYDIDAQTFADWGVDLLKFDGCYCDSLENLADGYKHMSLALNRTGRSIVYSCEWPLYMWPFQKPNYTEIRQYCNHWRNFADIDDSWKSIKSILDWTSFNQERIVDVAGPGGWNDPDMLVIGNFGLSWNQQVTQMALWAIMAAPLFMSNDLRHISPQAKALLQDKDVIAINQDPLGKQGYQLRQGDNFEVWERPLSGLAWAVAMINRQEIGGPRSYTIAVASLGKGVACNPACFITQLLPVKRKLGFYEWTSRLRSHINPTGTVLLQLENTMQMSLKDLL
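Human spleen homogenate (1 ug) as enzyme source, 4-methylumbelliferyl-alpha-D-galactopyranoside 1 mM final, citrate/phosphate pH 5.0 with 0.01% Tween-20. Compounds 40 min at 37C, NaOH/glycine stop; fluorescence Ex 365/Em 440, Hill-fit AC50.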
aGlu spleen mod: qHTS Assay for Inhibitors and Activators of Human alpha-Glucosidase From Spleen Homogenate | Lysosomal alpha-glucosidase (Homo sapiens), P10253 | human spleen homogenate, 4-MU-alpha-glucoside fluorescence | Potency, µM (top dose mostly 79.9 µM), inactives show at the top dose activity change, negative = inhibition, usual class: inhibitors | 0.006% of 240,000 active | AID 2112, 2009;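 further: 0% = enzyme with vehicle and -100% = no enzyme basal signal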
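Compounds were titrated against alpha-glucosidase in spleen homogenate at pH 5.0, with 1 mM 4-methylumbelliferyl substrate for 40 min at 37 C. Reactions were quenched with pH 10 NaOH/glycine and fluorescence measured.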
* hit, by the source's call; ? = inconclusive; & = joins results of further samples; [ ] = dose if it differs, or a comment. The call rests on the fitted dose curve; in most records, active means well fitted curve in the direction sought with a large enough effect; inconclusive means small, poorly fitted or top-dose-only effect, or another doubt; inactive means no such curve, though single readings can be large; an effect the other way counts as inactive or inconclusive. Potency means the concentration at half of the fitted maximal effect. This is a subset, so the mix of outcomes need not match the whole.

SMILES	HTT cytoprotect	aGal spleen mod	aGlu spleen mod
CO	9%	-2%	6%
O=C(Nc1cccc(F)c1)N1CCC2(CC1)CCN(C(=O)c1csnn1)CC2	-16%	-6%	-6%
Cn1cccc1C(=O)N1CCC2(CC1)CCN(C(c1ccccc1)c1ccccc1)CC2	19%	-3%	1%
CC(C)NC(=O)N1CC2(CCN(C(=O)c3cccn3C)CC2)C1	?	-5%	-2%
Cc1nc2cnc(N3CCN(C)CC3)nc2n(CCc2ccccc2)c1=O	1%	21%	-4%
Cn1cc(-c2nc3cnc(N4CCNCC4)nc3n(C3CC3)c2=O)c2ccccc21	-37%[inhibitor]	13%	-5%
O=C(Oc1ccccc1)N1CCC2(CCCN(c3ccccn3)C2)CC1	16%	2%	-1%
COCCn1c(=O)c(C)nc2cncnc21	?	-2%	1%
N#Cc1cccc(-c2cncnc2NCc2ccccc2)c1	-8%	8%	10%
COCC(=O)N1CCC[C@@]2(CCN(Cc3ccccc3OC)C2)C1	?	-8%	-7%
O=C(O)CCSSCCC(=O)O	-8%	10%	-2%
Nc1ccc(N=Nc2ccccc2)c(N)c1	-129%[inhibitor]	-10%	-3%
O=Cc1c(Cl)cccc1Cl	-20%	16%&6%	-2%&-3%
COc1ccc(Oc2ncc3nc(-c4ccccc4)c(=O)n(C4CC4)c3n2)cc1	26%	-6%	11%
COCC(=O)N1CCC2(CC1)CCN(c1ccccn1)CC2	-47%[inhibitor]	7%	4%
FC(F)(F)c1ccccc1-c1nc(NCc2cccnc2)c2ccccc2n1	-31%[inhibitor]	-2%	8%
COc1ccc(CNc2ncncc2-c2ccccc2C)c(OC)c1	-1%	-10%	-1%
O=c1c(-c2ccc(F)cc2)nc2cnc(Oc3ccccc3)nc2n1C1CC1	6%	-14%	0%
COc1ncc2nc(CCc3ccccc3)c(=O)n(C)c2n1	-79%[inhibitor]	-12%	0%
C1CCCC1	0%	7%	-5%
O=C(c1cc(C(F)(F)F)cc(C(F)(F)F)c1)N1CCC2(CC1)CN(Cc1ccncc1)C2	-26%	-11%	-2%
CN(C)C(=O)c1ccc(-c2ccc3ncnc(NCCN4CCOCC4)c3c2)cc1	-1%	4%	-11%
CS(=O)(=O)Nc1cccc(-c2ccc3ncnc(Nc4ccccc4)c3c2)c1	-180%[inhibitor]	4%	8%
CNc1nc(-c2cccc(NS(C)(=O)=O)c2)nc2ccccc12	-14%	6%	9%
Cc1ccc2oc(=O)ccc2c1	-53%[inhibitor]	4%	3%
O=c1cnc2cnc(N3CCNCC3)nc2n1CCc1ccccc1	?	-4%	-3%
O=C(Nc1cccc(F)c1)N1CC[C@@]2(CCCN(C(=O)c3cc(C(F)(F)F)cc(C(F)(F)F)c3)C2)C1	-13%	3%	-10%
Cc1noc(C)c1C(=O)N1CCC2(CC1)CCN(c1cccc(-c3ccccc3)c1)CC2	-94%[inhibitor]	-1%	1%
Cc1noc(C)c1-c1nc(N2CCN(C)CC2)c2ccccc2n1	-44%[inhibitor]	-2%	-1%
COc1ccccc1CCn1c(=O)c(C)nc2cncnc21	-5%	-7%	11%
COc1cccc(-c2ccc3ncnc(NCCc4c[nH]c5ccc(OC)cc45)c3c2)c1	-278%[inhibitor]	-16%	0%
CN(C)c1nc(-c2cccc(NS(C)(=O)=O)c2)nc2ccccc12	11%	5%	4%
c1nc(NC2CCNCC2)c2cc(-c3ccoc3)ccc2n1	1%	4%	-1%
Cn1cccc1C(=O)N1CCC2(CC1)CN(C(=O)Nc1cccc(F)c1)C2	-30%[inhibitor]	11%	5%
O=C(O)[C@@H](O)[C@@H](O)[C@H](O)[C@H](O)CO	?	8%	2%
CCC(=C(CC)c1ccc(O)cc1)c1ccc(O)cc1	9%[40.3 µM]	-13%[29.1 µM]	4%[29.1 µM]
O=C(c1cc(C(F)(F)F)cc(C(F)(F)F)c1)N1CCC2(CC1)CN(c1ccncc1)C2	-26%	5%	-7%
CCOC(=O)O[C@@H](C)OC(=O)[C@@H]1N2C(=O)[C@@H](NC(=O)[C@@H](N)c3ccccc3)[C@H]2SC1(C)C	?	5%[29.1 µM]	-7%[29.1 µM]
COc1ccc2[nH]cc(CCNc3ncncc3-c3cccc(C#N)c3)c2c1	?	9%	2%
CN1CCN(c2cc(-c3ccoc3)ncn2)CC1	19%	6%	10%
COc1ccccc1CNc1nc(-c2cccnc2)nc2ccccc12	7%	-9%	-4%
CN(C)C(=O)c1ccc(-c2cc(N(C)Cc3ccco3)ncn2)cc1	-7%	6%	-8%
O=c1c(-c2ccccc2)nc2cnc(N3CCOCC3)nc2n1CCc1ccccc1	-7%	-1%	-10%
COc1cccc(Nc2ncc3nc(-c4ccc(F)cc4)c(=O)n(CCC#N)c3n2)c1	9%	6%	2%
c1ccc2c(c1)[nH]c1ccccc12	-11%	-18%	-1%
O=C(/C=C/c1ccc(O)c(O)c1)O[C@@H](C(=O)O)[C@@H](OC(=O)/C=C/c1ccc(O)c(O)c1)C(=O)O	-52%[inhibitor]	-7%	-7%
O=C(c1cccc(F)c1)N1CCC2(CCCN(Cc3ccncc3)C2)CC1	-37%[inhibitor]	2%	-5%
CN1Cc2c(N)cccc2[C@H](c2ccccc2)C1	-48%[inhibitor][17.1 µM]	15%[29.1 µM]	11%[29.1 µM]
CS(=O)(=O)N1CCC[C@@]2(CCN(c3ccccc3)C2)C1	-76%[inhibitor]	0%	-4%
COc1ccc(-n2c(=O)c(CCc3ccccc3)nc3cnc(OC)nc32)cc1	-42%[inhibitor]	-4%	-6%
COc1cccc(Cn2c(=O)cnc3cnc(OCc4ccccc4)nc32)c1	4%	-3%	-6%
CS(=O)(=O)Nc1cccc(-c2cncnc2Nc2ccc(F)cc2)c1	5%	-5%	6%
CCOc1ccc2nc(N)sc2c1	-103%[inhibitor]	-1%	10%
CC[N+]1(C)[C@@H]2CC[C@H]1CC(OC(=O)[C@H]1CC[C@@](C(=O)OC3C[C@H]4CC[C@@H](C3)[N+]4(C)CC)(c3ccccc3)c3ccccc31)C2 (stereo partly drawn)	-10%[17.1 µM]	4%[29.1 µM]	0%[29.1 µM]
CCNc1ncc2nc(CCc3ccccc3)c(=O)n(C3CC3)c2n1	-43%[inhibitor]	4%	-3%
Cn1c(=O)c(-c2ccccc2)nc2cnc(N3CCNCC3)nc21	18%	?	4%
Cc1c(-c2ccccc2)oc2c(C(=O)OCCN3CCCCC3)cccc2c1=O	-9%[40.3 µM]	7%[29.1 µM]	-3%[29.1 µM]
CC(=O)N1CCC2(CCCN(c3ccc(-c4ccccc4)cc3)C2)CC1	6%	8%	0%
COCCNc1cc(-c2ccccc2C)ncn1	-30%[inhibitor]	-4%	-5%
C=CC(=O)OCC(CO)(COC(=O)C=C)COC(=O)C=C	?	4%	7%

Compound profiles, as listed above:
O=C(c1cc(C(F)(F)F)cc(C(F)(F)F)c1)N1CCC2(CC1)CN(c1ccncc1)C2 in the list: HTT cytoprotect = -26%; aGal spleen mod = 5%; aGlu spleen mod = -7%
COc1ccc2[nH]cc(CCNc3ncncc3-c3cccc(C#N)c3)c2c1 in the list: HTT cytoprotect = ?; aGal spleen mod = 9%; aGlu spleen mod = 2%

Continued.
SMILES	HTT cytoprotect	aGal spleen mod	aGlu spleen mod
O=C(c1cnccn1)N1CCC[C@@]2(CCN(Cc3ccncc3)C2)C1	3%	2%	2%
C[N+]1(C)CC[C@@H](OC(=O)[C@@](O)(c2ccccc2)C2CCCC2)C1	?	-1%[29.1 µM]	-7%[29.1 µM]
CC(=O)OCC1=C(C(=O)O)N2C(=O)[C@@H](NC(=O)Cc3cccs3)[C@@H]2SC1	-3%[40.3 µM]	5%[29.1 µM]	5%[29.1 µM]
Cc1noc(C)c1-c1nccc(NCc2ccccc2)n1	-1%	2%	8%
Clc1ccccc1-c1cc(NCc2ccccc2)ncn1	-33%[inhibitor]	-1%	1%
COc1cccc(-c2cc(N(C)Cc3ccco3)ncn2)c1	-82%[inhibitor]	?	-7%
CN(C)C(=O)c1ccc(-c2ccc3ncnc(NCc4cccs4)c3c2)cc1	-105%[inhibitor]	5%	10%
CC(C)c1ccccc1	-11%	16%	-2%
Cn1c(=O)c(CCc2ccccc2)nc2cnc(N3CCNCC3)nc21	-295%[inhibitor]	-4%	16%
CS(=O)(=O)Nc1cccc(-c2nc(NCc3ccccc3)c3ccccc3n2)c1	-5%	-6%	0%
Cc1ccc2ncccc2c1	9%	-1%	2%
CCNc1ncc2nc(-c3ccc(Cl)cc3)c(=O)n(CCC#N)c2n1	16%	?	6%
COc1cccc(Nc2ncc3nc(C)c(=O)n(Cc4cccs4)c3n2)c1	-8%	2%	-11%
COc1ccc2c3c([nH]c2c1)[C@@H]1C[C@@H]2[C@@H](C[C@H](O)[C@H](OC)[C@H]2C(=O)O)CN1CC3	?	-8%[29.1 µM]	1%[29.1 µM]
O=C(c1cnccn1)N1CCC2(CC1)CN(Cc1ccccc1)C2	-31%[inhibitor]	4%	6%
Cc1ncc([N+](=O)[O-])n1C[C@H](O)CCl	?	14%[29.1 µM]	-2%[29.1 µM]
Cn1cccc1C(=O)N1CCC[C@@]2(CCN(C(c3ccccc3)c3ccccc3)C2)C1	-40%[inhibitor]	0%	1%
C=C1[C@@H]2CC[C@H](C2)C1(C)C	-18%	-3%	1%
O=C(c1cc(C(F)(F)F)cc(C(F)(F)F)c1)N1CCC2(CCN(Cc3ccncc3)CC2)CC1	?	7%	-8%
Cc1ccccc1	-16%&-6%	2%&4%	3%&-1%
COCC(=O)N1CCC2(CC1)CCN(c1cccc(-c3ccccc3)c1)CC2	?	3%	9%
O=C(c1csnn1)N1CCC2(CCN(Cc3ccccc3)CC2)CC1	19%	15%	-7%
COc1ccc(-n2c(=O)cnc3cnc(Nc4ccccc4)nc32)cc1	-43%[inhibitor]	5%	1%
O=C(c1cnccn1)N1CCC2(CC1)CN(C(c1ccccc1)c1ccccc1)C2	13%	3%	-2%
CCCCC/C=C/C=C/C=O	7%	2%	2%
C[C@@H]1[C@H]2CC[C@@H]3[C@@H]4CC=C5C[C@@H](N(C)C)CC[C@]5(C)[C@@H]4CC[C@@]32CN1C	8%[40.3 µM]	-4%[29.1 µM]	-3%[29.1 µM]
Nc1ccc2c(c1)C(=O)c1ccccc1C2=O	-41%[inhibitor]	5%	8%
O=c1c(-c2ccc(F)cc2)nc2cncnc2n1Cc1ccccc1	-72%[inhibitor]	3%	-9%
CC(C)=CCC/C(C)=C/C=O	-10%	-12%	4%

15 structures from above, sorted by formula weight, falling:
SMILES	HTT cytoprotect	aGal spleen mod	aGlu spleen mod
O=C(c1cc(C(F)(F)F)cc(C(F)(F)F)c1)N1CCC2(CCN(Cc3ccncc3)CC2)CC1	?	7%	-8%
CS(=O)(=O)Nc1cccc(-c2nc(NCc3ccccc3)c3ccccc3n2)c1	-5%	-6%	0%
O=C(c1cnccn1)N1CCC2(CC1)CN(C(c1ccccc1)c1ccccc1)C2	13%	3%	-2%
CN(C)C(=O)c1ccc(-c2ccc3ncnc(NCc4cccs4)c3c2)cc1	-105%[inhibitor]	5%	10%
COCC(=O)N1CCC2(CC1)CCN(c1cccc(-c3ccccc3)c1)CC2	?	3%	9%
C[C@@H]1[C@H]2CC[C@@H]3[C@@H]4CC=C5C[C@@H](N(C)C)CC[C@]5(C)[C@@H]4CC[C@@]32CN1C	8%[40.3 µM]	-4%[29.1 µM]	-3%[29.1 µM]
O=C(c1csnn1)N1CCC2(CCN(Cc3ccccc3)CC2)CC1	19%	15%	-7%
O=C(c1cnccn1)N1CCC[C@@]2(CCN(Cc3ccncc3)C2)C1	3%	2%	2%
O=c1c(-c2ccc(F)cc2)nc2cncnc2n1Cc1ccccc1	-72%[inhibitor]	3%	-9%
Clc1ccccc1-c1cc(NCc2ccccc2)ncn1	-33%[inhibitor]	-1%	1%
Nc1ccc2c(c1)C(=O)c1ccccc1C2=O	-41%[inhibitor]	5%	8%
Cc1ncc([N+](=O)[O-])n1C[C@H](O)CCl	?	14%[29.1 µM]	-2%[29.1 µM]
CCCCC/C=C/C=C/C=O	7%	2%	2%
CC(C)c1ccccc1	-11%	16%	-2%
Cc1ccccc1	-16%&-6%	2%&4%	3%&-1%

Source: PubChem BioAssay
